AID inhibitor: inhibitors of human activation induced cytidine deaminase; AID deamination FRET fluorescence, UDG-coupled, 4 h; Q9GZX7; 91,000 compounds, 0.32% hits; Potency, µM (titrated, usually from 115 µM), inactives show top-dose activity change, negative = inhibition, usual class: inhibitors; note: nearly all actives have a fitted effect of over 25% in size
Target sequence (Q9GZX7 whole entry, looked up): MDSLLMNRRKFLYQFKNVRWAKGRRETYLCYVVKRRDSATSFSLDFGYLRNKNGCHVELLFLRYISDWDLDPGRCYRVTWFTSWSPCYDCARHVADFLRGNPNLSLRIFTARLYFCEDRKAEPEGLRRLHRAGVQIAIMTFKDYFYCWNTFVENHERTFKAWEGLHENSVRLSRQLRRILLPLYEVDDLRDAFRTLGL
UDG counter: UDG inhibition counter-screen | FRET deamination/UDG coupled assay, UDG read, 4 h | Potency, µM (doses to about 115 µM), without a hit: at the top dose activity change, negative = inhibition, usual class: inhibitors | 91,000 compounds, 0.14% hits | AID 1347430; note: nearly all actives have a fitted effect of over 65% in size
The depositor's hits bear a star; ? = inconclusive; [ ] = dose if it differs, or a comment. Calls come from the whole dose curve; as a rule, active = well fitted curve in the direction sought with a large enough effect; inconclusive = small, poorly fitted or top-dose-only effect, or another doubt; inactive = no such curve, though single readings can be large; an effect the other way counts as inactive or inconclusive. % is set by controls: 0 for no effect and ±100 for the full control effect; potency is the fitted concentration of half-maximal effect.

1. Cc1ccc(S(=O)(=O)Cc2nc(-c3ccc(C(=O)NCCCOC(C)C)cc3)oc2C)cc1
2. Cc1cccc(C2C=C(c3ccc(F)cc3)Nc3nc4ccccc4n32)c1 (stereo not drawn)
3. COc1c(Cl)cc(C(=O)Nc2cccc(-c3nc4ccccc4[nH]3)c2)cc1Cl
4. COC(=O)c1ccc(NC2=C(C(N)=O)S(=O)(=O)c3ccccc32)cc1
5. C/C(=N\NC(=O)c1ccc(C)c(C)c1)c1ccc(C)cc1C
6. COCCCN(Cc1ccco1)C(=O)c1cc2c(s1)-c1ccccc1OC2
7. Cc1ccc(NC(=O)c2ccc(=O)n(CC(=O)Nc3cccc(C)c3)n2)cc1
8. Cc1ccc2oc(=O)c3cnn(CC(=O)N4CCN(c5ccc(F)cc5)CC4)c3c2c1

| Assay by compound | 1 | 2 | 3 | 4 | 5 | 6 | 7 | 8 |
| --- | --- | --- | --- | --- | --- | --- | --- | --- |
| AID inhibitor | 15% | -6%[57.5 µM] | 1% | 9% | -3% | -27% | -2% | -4% |
| UDG counter | 8% | -5%[57.5 µM] | 11% | -5% | 5% | -8% | -1% | 1% |

9. COc1cccc(CNC(=O)CC(c2ccc(C)cc2)N2Cc3ccccc3C2=O)c1 (stereo not drawn)
10. CCNc1c(NC(=O)Nc2ccccc2Cl)c(=O)oc2ccccc12
11. CCN(CC(=O)NC(N)=O)Cc1ccccc1C
12. NS(=O)(=O)c1ccc(N/N=C/c2ccc(Cl)cc2Cl)c([N+](=O)[O-])c1
13. O=C(O)CNS(=O)(=O)c1ccc(Cl)s1
14. Cc1ccc(C)c(Cn2c(=O)n(CCCC(=O)NCCc3ccc(Cl)cc3)c(=O)c3ccccc32)c1
15. O=[N+]([O-])c1cccc2ccc(/C=C/c3cccc(O)c3)nc12
16. Cc1c(C(=O)NCc2ccccc2Cl)sc2ncnc(N(C)C3CCCCC3)c12

| Assay by compound | 9 | 10 | 11 | 12 | 13 | 14 | 15 | 16 |
| --- | --- | --- | --- | --- | --- | --- | --- | --- |
| AID inhibitor | ? | -10% | -2% | 3% | -5% | -3% | 2% | -13% |
| UDG counter | 2% | -23% | -5% | -8% | -6% | -2% | 6% | -11% |

17. COc1cccc(-n2ccnc2SCC(=O)Nc2cccc3ccccc23)c1
18. O=C(NNC(=S)Nc1ccccc1)C(c1ccccc1)c1ccccc1
19. CC(C)c1ccc(OCC(=O)N(Cc2cccs2)C2CCS(=O)(=O)C2)cc1 (stereo not drawn)
20. O=C(Nc1ccc(I)cc1C(F)(F)F)c1ccc(-c2ccccc2)cc1
21. Cc1ccc(C)c(OCc2ccc(-c3nc(C#N)c(N4CCC(C(N)=O)CC4)o3)o2)c1
22. O=C(CSc1ccc2c(c1)OCCCO2)N1CCCc2ccccc21
23. Cc1ccc(C(=O)Oc2cccc(OC(=O)c3ccc(C)cc3)c2C)cc1
24. Oc1cccc(Nc2ncnc3sc4c(c23)CCCC4)c1

| Assay by compound | 17 | 18 | 19 | 20 | 21 | 22 | 23 | 24 |
| --- | --- | --- | --- | --- | --- | --- | --- | --- |
| AID inhibitor | ? | -3% | -13% | -5% | -19% | -9% | -20% | 6% |
| UDG counter | -17% | 6% | -9% | -8% | 0% | 5% | -12% | -8% |

25. Cc1nc(N2CCCC2)c2c(C(=O)Nc3ccc(Br)cc3F)c(C)oc2n1
26. CNC(=S)NNC(=O)c1csc(C)c1C
27. CC(=O)c1ccc(C(=O)OC(C)C(=O)c2ccc(C)cc2)s1 (stereo not drawn)
28. Cc1cc(C)cc(NC(=O)CCCn2c3ccccc3c(=O)c3ccccc32)c1
29. CCOCCCNc1oc(-c2ccc(S(=O)(=O)N3CCCC3)cc2)nc1C#N
30. CC(CNCc1cccs1)CN1CCCCC1 (stereo not drawn)
31. c1ccc2c(c1)OCCOCCOCCOc1ccccc1OCCOCCOCCO2
32. Cc1oc(-c2ccccc2)nc1CC(=O)NCCCN1CCOCC1

| Assay by compound | 25 | 26 | 27 | 28 | 29 | 30 | 31 | 32 |
| --- | --- | --- | --- | --- | --- | --- | --- | --- |
| AID inhibitor | -2% | -3% | 55%[activator] | -27%[57.5 µM] | -2% | 13% | -12% | -5% |
| UDG counter | 12% | -1% | -3% | -5%[57.5 µM] | 8% | -1% | -6% | -5% |

33. CCOc1ccc(NC(=O)C2CCC(CNS(=O)(=O)c3ccc(Br)s3)CC2)cc1 (stereo not drawn)
34. c1ccc(-c2nc(CN3CCCC3c3cccs3)co2)cc1 (stereo not drawn)
35. COCCNC(=O)CSc1nc2cc3c(cc2c(=O)n1Cc1ccc(C(=O)NCCc2ccc(OC)c(OC)c2)cc1)OCO3
36. Cc1ccc(N2CCN(C(=O)c3nn(C)c4c3CSc3ccccc3-4)CC2C)cc1 (stereo not drawn)
37. CSc1ncc(C(=O)Nc2cccc(C)c2C)c(-c2ccccc2)n1
38. CC1(C)CC(NC(=S)Nc2ccc(Cl)cc2)CC(C)(C)N1
39. Cc1cccc(C)c1NC(=O)CN(C)S(=O)(=O)c1ccc2c(c1)n(C)c(=O)c(=O)n2C
40. CCOC(=O)NC(C)C12CC3CC(CC(C3)C1)C2 (stereo not drawn)

| Assay by compound | 33 | 34 | 35 | 36 | 37 | 38 | 39 | 40 |
| --- | --- | --- | --- | --- | --- | --- | --- | --- |
| AID inhibitor | 5% | -12% | -3% | -25% | 2% | 3% | -9% | -1% |
| UDG counter | -10%[57.5 µM] | -4% | -4% | -7%[57.5 µM] | -7%[57.5 µM] | 2% | 4% | 3% |

41. O=C(Nc1ccnn1Cc1ccccc1Cl)c1n[nH]c(=O)c2ccccc12
42. Cc1ccc(CNC(=O)C2CCCN(S(=O)(=O)c3ccc4c(ccn4C)c3)C2)cc1 (stereo not drawn)
43. Cc1cc(NC(=O)c2cccnc2)cc(-c2nc3cc(C(C)C)ccc3o2)c1O
44. COc1ccc(C(NC(=O)CSc2ccc3c(c2)OCCCO3)c2ccc(OC)cc2)cc1
45. CCn1cc(C(=O)NCCCOC)c(=O)c2cc(S(=O)(=O)N3CCc4ccccc4C3)ccc21
46. Cc1cccc(CSCC(=O)O)c1
47. CCOC(=O)c1c(C)[nH]c(C)c1S(=O)(=O)N1CCC(C(=O)Nc2ccc(C)c(Cl)c2)CC1
48. Cc1ccc(-n2nc(C(=O)Nc3ccc(F)cc3Cl)c(=O)n(C)c2=O)cc1

| Assay by compound | 41 | 42 | 43 | 44 | 45 | 46 | 47 | 48 |
| --- | --- | --- | --- | --- | --- | --- | --- | --- |
| AID inhibitor | -3% | 8% | 9% | -14% | ? | 8% | 11% | -1% |
| UDG counter | 2% | 9% | 1% | -11% | -12% | 4% | 3% | 7% |

More compounds:
item | SMILES | AID inhibitor | UDG counter
49 | COc1ccc(-c2nc3ccccc3c(=O)n2CCOc2cccc(C)c2)cc1 | -11% | -1%
50 | Cc1ccc(NC(=O)c2ccc3ncsc3c2)cc1C | -3% | 2%
51 | Cc1ccc2c(C)c(CCC(=O)NC34CC5CC(CC(C5)C3)C4)c(=O)oc2c1 | -15% | -2%
52 | COc1cc(OC)cc(C(=O)Oc2cccc3ccccc23)c1 | 8% | 13%
53 | COc1ccc(Cl)cc1NC(=O)CSC1=Nc2ccccc2C2=NC(CCC(=O)NCc3ccco3)C(=O)N12 (stereo not drawn) | 58%[activator] | 20%
54 | O=C(c1cccc(C(F)(F)F)c1)N1CCCN(C2CC2)CC1 | 0% | -5%
55 | Cc1ccc(C)c(Nc2cc(C(=O)NCCCN(C)C3CCCCC3)c3ccccc3n2)c1 | -1% | -21%[57.5 µM]
56 | Cc1ccc2c(C)cc(=S)[nH]c2c1 | 6% | -2%
57 | CCOC(=O)CSc1nc(-c2ccc(OCC)cc2)cc(C(F)(F)F)c1C#N | -7% | 1%
58 | C=CCC1NCCc2c(Br)cccc21 (stereo not drawn) | -1% | -10%
59 | Cc1cc(NC(=O)NCC(c2ccco2)N2CCCCC2)no1 (stereo not drawn) | -3% | 1%
60 | CCc1ccc(-c2cn3c(n2)sc2cc(C(=O)NCCc4ccc(OC)cc4OC)ccc23)cc1 | -12% | 1%[57.5 µM]
61 | O=C(NCCc1coc(-c2ccc(F)cc2)n1)Nc1ccc(Cl)cc1 | 3% | 4%
62 | Nc1nonc1-c1nc2ccccc2n1CC(=O)Nc1ccc(F)cc1 | 75%[activator] | -16%
63 | CCOC(=O)c1cnc2ccc(OC)cc2c1Nc1cccc(C(C)=O)c1 | -11% | ?
64 | Cc1ccc(-n2nnnc2CNS(=O)(=O)c2ccc(Cl)cc2)cc1C | -9% | -7%
65 | Cc1cc(OCC(=O)Nc2sc3c(c2C#N)CCC(C)C3)ccc1Cl (stereo not drawn) | 5% | -3%
66 | Cc1ccc(-c2nc(CN(C)CC(=O)N(C)C)co2)cc1 | -6% | -11%
67 | CCc1ccc2c(CSc3nncn3C(C)C)cc(=O)oc2c1 | -5% | 5%
68 | O=C(Nc1ccccc1C(F)(F)F)Nc1c[nH]c(=O)[nH]c1=O | 36%[activator] | 14%
69 | Cc1ccc(NCc2cccn2-c2nnc(N3CCC(C(=O)NCCc4ccccc4)CC3)s2)cc1 | 6% | -16%
70 | COc1ccc(-n2nc3cc(C)c(NC(=O)c4ccc(-c5ccc(Br)cc5)o4)cc3n2)cc1 | 125%[activator] | -13%
71 | O=C(COc1ccccc1Cl)Nc1ccc(-c2nc3ccccc3s2)cc1 | 6% | 2%
72 | COc1cc(-c2cc(OC)c3c(C)oc(C)c3c(=O)c2)ccc1OC(=O)c1cccc(C)c1 | ? | -18%
73 | O=C(CSc1c2c(nc3ccc(Cl)cc13)CCCC2)N1CCN(c2cccc(Cl)c2)CC1 | ? | -11%
74 | CCC(Sc1nc2n[nH]c(C)c2c(=N)n1-c1ccc(Br)cc1)C(=O)N(CC)CC (stereo not drawn) | 6% | -16%
75 | Cc1cccc(Oc2nc3c(C)cccn3c(=O)c2/C=C(\C#N)c2nc3ccccc3[nH]2)c1 | 29% | 7%
76 | COc1ccc(NC(=O)CCc2nnc3n(C)c(=O)c4sccc4n23)cc1Cl | 18% | -4%
77 | COCCn1c(C(=O)NCc2ccccc2)nc2ccccc2c1=O | 0% | 4%
78 | O=c1oc2ccc(Br)cc2cc1-c1nc(-c2ccccc2)no1 | -1% | 36%[activator]
79 | O=C1OC(c2ccc(Br)o2)=N/C1=C/c1cc(Br)cs1 | 0% | 2%
80 | Fc1ccc(CNC(=S)Nc2cccc3ccccc23)cc1 | 1% | 6%
81 | O=C(CCC(=O)N1CCC(c2noc3ccc(F)cc23)CC1)N1CCCC1 | 0% | 5%
82 | Cc1cccc(NC(=O)COC(=O)CCCC2=NS(=O)(=O)c3ccccc3N2)c1 | 6% | 8%
83 | O=C(CCNC(=O)c1cccs1)Nc1cc(Cl)ccc1Cl | 4% | 2%
84 | CC(C)c1ccc(NC(=O)c2cc(S(=O)(=O)NCc3ccccc3Cl)ccc2F)cc1 | 8% | -2%
85 | COc1ccc(Nc2nc(NCc3ccc4c(c3)OCO4)nc3nccnc23)cc1 | -1% | 3%
86 | O=C(COc1ccc2ccc(=O)oc2c1)NC1CCS(=O)(=O)C1 (stereo not drawn) | 3% | -3%
87 | Cc1nc(-c2ccc(C)c(N3CCN(C(=O)Nc4ccccc4C(F)(F)F)CC3)c2)no1 | 11% | 14%
88 | Cc1ccc(S(=O)(=O)N2CCCc3cc(NC(=O)c4c(F)cccc4F)ccc32)cc1 | -12% | -1%

Sorted by number of heavy atoms (highest first): 13 of the compounds above
item | SMILES | AID inhibitor | UDG counter
69 | Cc1ccc(NCc2cccn2-c2nnc(N3CCC(C(=O)NCCc4ccccc4)CC3)s2)cc1 | 6% | -16%
70 | COc1ccc(-n2nc3cc(C)c(NC(=O)c4ccc(-c5ccc(Br)cc5)o4)cc3n2)cc1 | 125%[activator] | -13%
73 | O=C(CSc1c2c(nc3ccc(Cl)cc13)CCCC2)N1CCN(c2cccc(Cl)c2)CC1 | ? | -11%
88 | Cc1ccc(S(=O)(=O)N2CCCc3cc(NC(=O)c4c(F)cccc4F)ccc32)cc1 | -12% | -1%
85 | COc1ccc(Nc2nc(NCc3ccc4c(c3)OCO4)nc3nccnc23)cc1 | -1% | 3%
74 | CCC(Sc1nc2n[nH]c(C)c2c(=N)n1-c1ccc(Br)cc1)C(=O)N(CC)CC (stereo not drawn) | 6% | -16%
76 | COc1ccc(NC(=O)CCc2nnc3n(C)c(=O)c4sccc4n23)cc1Cl | 18% | -4%
81 | O=C(CCC(=O)N1CCC(c2noc3ccc(F)cc23)CC1)N1CCCC1 | 0% | 5%
77 | COCCn1c(C(=O)NCc2ccccc2)nc2ccccc2c1=O | 0% | 4%
78 | O=c1oc2ccc(Br)cc2cc1-c1nc(-c2ccccc2)no1 | -1% | 36%[activator]
80 | Fc1ccc(CNC(=S)Nc2cccc3ccccc23)cc1 | 1% | 6%
83 | O=C(CCNC(=O)c1cccs1)Nc1cc(Cl)ccc1Cl | 4% | 2%
79 | O=C1OC(c2ccc(Br)o2)=N/C1=C/c1cc(Br)cs1 | 0% | 2%

Screens (PubChem)

An excerpt. The share of hits here may be higher or lower than overall.
